ERG-DNA inh: ERG Ets/DNA interaction inhibition | fluorescence polarization, His-ERG Ets domain / labelled DNA | Potency, µM (highest dose often 76.9 µM), without a hit: top-dose FP activity, negative = inhibition, most hits filed as inhibitors | 370,000 compounds, 0.028% hits | AID 624246; active = well fitted inhibition curve with a large enough effect in the polarisation, with a control signal flat; inconclusive = small, poorly fitted or top-dose-only effect, or effect the other way, or a change in a side signal; inactive = no such curve, though single readings can be large or run the other way; the % refers to the polarisation;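 also: polarization taken with two DNA probes labelled with fluorescein and Texas red; potency is read from the fitted curve at half-maximal effect; % of control where 0% means no effect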
Target sequence (P11308 whole entry, looked up, the tested form may be a part): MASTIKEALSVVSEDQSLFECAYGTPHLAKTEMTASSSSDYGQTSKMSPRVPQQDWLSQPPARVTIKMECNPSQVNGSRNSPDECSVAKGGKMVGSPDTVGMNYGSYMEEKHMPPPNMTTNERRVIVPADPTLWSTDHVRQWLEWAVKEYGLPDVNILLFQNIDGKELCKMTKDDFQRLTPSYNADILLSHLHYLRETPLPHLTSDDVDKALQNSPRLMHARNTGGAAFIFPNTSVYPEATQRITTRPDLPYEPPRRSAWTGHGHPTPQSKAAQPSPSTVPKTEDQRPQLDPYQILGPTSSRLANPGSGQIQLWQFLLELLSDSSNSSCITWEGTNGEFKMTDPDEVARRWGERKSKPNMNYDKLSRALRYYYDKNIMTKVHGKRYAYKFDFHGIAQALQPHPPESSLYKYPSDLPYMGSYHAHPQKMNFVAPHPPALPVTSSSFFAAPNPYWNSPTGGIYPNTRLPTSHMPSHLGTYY
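His-tagged ERG Ets domain (1 uM in the protein solution; 300mM KCl, 50mM Tris-HCl, 1mM EDTA, 1mM DTT, pH 7.5) received compound, then a probe mix of 5 nM fluorescein-DNA and 100nM Texas-615-DNA. Fluorescence polarization was read for both dyes.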
TRHR agonist: TRH receptor (human) agonism | TRHR cells, calcium flux fluo-8, FDSS agonist mode | activation, % at 2 µM | 360,000 compounds, 0.18% hits | AID 493084; in the data active = activation above about 30%; also: 0% is about no effect
Target sequence (P34981 whole entry, looked up): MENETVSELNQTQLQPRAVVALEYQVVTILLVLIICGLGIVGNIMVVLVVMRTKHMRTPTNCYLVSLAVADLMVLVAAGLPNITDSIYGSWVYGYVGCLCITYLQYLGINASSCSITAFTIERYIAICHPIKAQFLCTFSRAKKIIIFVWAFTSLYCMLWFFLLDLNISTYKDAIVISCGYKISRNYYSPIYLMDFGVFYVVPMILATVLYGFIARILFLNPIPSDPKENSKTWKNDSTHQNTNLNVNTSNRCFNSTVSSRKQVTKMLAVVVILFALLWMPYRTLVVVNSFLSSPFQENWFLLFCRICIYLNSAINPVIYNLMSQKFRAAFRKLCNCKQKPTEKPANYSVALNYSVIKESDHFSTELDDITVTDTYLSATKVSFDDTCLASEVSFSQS
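TRHR-expressing cells, plated overnight in medium with 10% serum, were loaded with fluo-8 calcium dye at room temperature. After a 10 s baseline, library compound was pin-added and calcium release was recorded kinetically (ex 480/em 530) as agonist response.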
BLM helicase inh: Bloom syndrome helicase (human) inhibition. P54132. recombinant BLM DNA unwinding, fluorescence dequenching. Potency, µM (highest dose often 56.1 µM), for the others: at the top dose activity change, negative = inhibition, actives largely listed as inhibitors. 350,000 compounds, 0.2% hits. AID 2528;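 also: potency is read from the fitted curve at half-maximal effect; plate controls were vehicle for no effect and no enzyme for full effect; nearly all actives have a fitted effect of over 35% in size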
Apoferritin bind: binds horse apoferritin like a general anesthetic | 350,000 compounds, 0.074% hits | Potency, µM (titrated, usually from 77.5 µM), for the others: top-dose activity change, negative = displacement, hits mostly inhibitors | AID 485281 | apoferritin/1-aminoanthracene competitive binding, fluorescence | P02791; also: potency is read from the fitted curve at half-maximal effect; % is scaled to controls: 0 for no effect and ±100 for the full control effect; nearly all actives have a fitted effect of over 20% in size
Target sequence (P02791 2-175 limits assumed): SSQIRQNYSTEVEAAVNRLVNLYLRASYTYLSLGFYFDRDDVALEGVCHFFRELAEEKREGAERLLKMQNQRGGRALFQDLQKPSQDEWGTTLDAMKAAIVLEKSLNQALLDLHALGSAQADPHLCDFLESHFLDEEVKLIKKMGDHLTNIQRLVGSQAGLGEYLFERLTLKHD
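In PBS, apoferritin at 10 uM is loaded with 1-AMA from a 50% saturated solution. After 10 min of compound exposure at ambient temperature, reduced 535 nm fluorescence indicates probe displacement.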
12-LOX inh: ALOX12 (human) lipoxygenase inhibition; purified 12hLO, xylenol orange hydroperoxide absorbance; Potency, µM (doses to about 108 µM), without a hit: top-dose activity change, negative = inhibition, hits mostly inhibitors; 580,000 compounds, 1.1% hits; also: potency is read from the fitted curve at half-maximal effect; % is scaled to controls: 0 for no effect and ±100 for the full control effect
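Purified human 12hLO (150 nM final) in 25 mM Hepes, 0.01% Triton X-100, pH 7.0 was preincubated 15 min at room temperature with compound. Then 40 uM arachidonic acid was added, 30 min. Hydroperoxide was read by Fe-XO absorbance ratio 573/405 nm.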
POLB inh: DNA polymerase beta (human) inhibition; 340,000 compounds, 1.3% hits; Potency, µM (titrated, usually from 114 µM), without a hit: top-dose activity change, negative = inhibition, hits mostly inhibitors; Pol beta primer extension/strand displacement, fluorescence kinetic; P06746; also: potency is read from the fitted curve at half-maximal effect; % is scaled to controls: 0 for no effect and ±100 for the full control effect
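Preincubation: enzyme (10 nM) with compound, 15 min, RT. Reaction: substrate added to 50 nM final. Reads: 0 and 10 min. Analysis: normalized, Hill fit.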
APE1 inh: APE1 (human) endonuclease inhibition. P27695. recombinant APE1, TAMRA/BHQ-2 abasic DNA cleavage fluorescence. Potency, µM (top dose mostly 65.8 µM), without a hit: top-dose activity change, negative = inhibition, usual class: inhibitors. 350,000 compounds, 0.35% hits;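 also: potency is read from the fitted curve at half-maximal effect; plate controls were vehicle for no effect and reference inhibitor for full effect; nearly all actives have a fitted effect of over 55% in size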
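Compound pre-exposure to 0.75 nM APE1, 15 min at ambient temperature. Reaction initiated with 50 nM TAMRA/BHQ-2 THF substrate, read immediately in kinetic mode, 525 nm excitation, 598 nm emission.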
Pol iota inh: blocks human DNA polymerase iota activity | 390,000 compounds, 1% hits | Pol iota fluorescent replication assay, 10 min | Potency, µM (series often up to 115 µM), for inactives: top-dose activity, negative = inhibition, actives largely listed as inhibitors; also: potency is read from the fitted curve at half-maximal effect
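Pol iota at 10 nM preincubated 15 min with compounds at room temperature; reaction started with fluorescent substrate, 50 nM final. Fluorescence read kinetically at 0 and 10 min; buffer-only wells as negative control.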
POLK inh: inhibitors of human DNA polymerase kappa. Q9UBT6. purified Pol kappa, fluorescent DNA synthesis assay, 10 min. Potency, µM (highest dose often 107 µM), without a hit: at the top dose activity, negative = inhibition, usual class: inhibitors. 400,000 compounds, 0.53% hits. AID 588579; also: potency is read from the fitted curve at half-maximal effect; % is scaled to controls: 0 for no effect and ±100 for the full control effect
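First, compounds were pin-transferred onto 10 nM Pol kappa. After 15 min at room temperature, substrate was added to 50 nM final. Fluorescence was then measured kinetically at 0 and 10 min.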
Active calls of the source: *; ? = inconclusive; . = not tested or not shown; & = joins results of further samples; [ ] = another dose, or the depositor's remark. Unless noted, calls follow the shape of the dose curve; as a rule, active = well fitted curve in the direction sought with a large enough effect; inconclusive = small, poorly fitted or top-dose-only effect, or another doubt; inactive = no such curve, though single readings can be large; an effect the other way counts as inactive or inconclusive.

SMILES	ERG-DNA inh	TRHR agonist	BLM helicase inh	Apoferritin bind	12-LOX inh	POLB inh	APE1 inh	Pol iota inh	POLK inh
Cc1ccc(-n2c(/C=C\c3ccc(F)c(F)c3)nc3ccccc3c2=O)c(C)c1	-0.3%	-0.3	-3.0%	-14.0%	3.7%	4.1%	.	20.4%	-11.4%[60.1 µM]
COc1ccc(-n2c(O)c(C(C)=Nc3ccc4c(c3)CCC4)c(=O)[nH]c2=O)cc1	-12.5%	0.8	-1.3%	-9.8%	?	20.8%	1.1%	41.4%[activator]	-6.4%
CC(C)Oc1ccc(CC2(CCc3ccncc3)C(=O)NC(=O)NC2=O)cc1	6.1%	0.2	-0.8%	6.1%	1.5%	22.1%	2.7%	61.1%[activator]	0.3%
NCC(CC(=O)O)C1CCCCC1 (stereo unspecified)	6.9%	1.2	-0.7%	-4.1%	3.8%	-16.2%	4.5%	100µM*	2.4%
COc1cccc(C(=O)C2CN(C)CC2c2ccc(Cl)cc2)c1 (stereo unspecified)	-4.8%	1.6	2.1%	-17.7%	-12.2%	1.3%	-0.9%	160.1%[activator]	-1.8%
CCOC(=O)C1CCCN(C(=O)c2ccc3oc(Cc4ccccc4)nc3c2)C1 (stereo unspecified)	2.6%	-0.6	-1.9%	?	0.0%	0.4%	13.6%	49.6%	6.9%
COc1cccc(-n2cnc3scc(-c4cccs4)c3c2=O)c1	-1.4%	-1.0	3.1%	-19.1%	-8.2%	9.5%	?	-2.9%	-8.0%
CCOC(=O)c1cc(C(O)(C(=O)OC)C(F)(F)F)c(/N=C/N(C)C)o1 (stereo unspecified)	5.0%	-0.1	-2.1%	-12.2%	?	-21.0%	-2.8%	10.6%	-17.4%
COc1ccc(C(=O)C2CCCN(Cc3cnc(C)s3)C2)c(OC)c1 (stereo unspecified)	5.4%	-0.1	-10.8%	-14.2%	11.3%	-21.2%	4.7%	-27.3%	-16.7%
CC(NCc1ccccc1Cl)C(O)c1ccccc1 (stereo unspecified)	.	0.2	2.3%	-16.0%	?	-2.1%	-10.6%	-1.9%	-3.8%
CN[C@H](C)[C@H](O)c1ccccc1	-6.9%	0.7	-5.2%	0.6%	.	103.0%	8.4%	12.9%	0.0%
C[C@]1(O)CCC2C3CC[C@H]4C[C@@H](OC(=O)CNC(=O)CN)CC[C@]4(C)C3CC[C@@]21C (stereo partly specified)	-4.6%	.	.	.	11.7%	.	-3.0%	35.3%[activator]	3.3%
CCN(CC)C(=O)c1ccc(NC(=O)c2cccc(F)c2)cc1	-4.7%	-0.1	2.3%	?	-12.6%	-0.9%	-1.8%	36.0%[activator]	-3.4%
CCCCN1C(=O)/C(=C\c2ccco2)C(=O)N(CCc2ccccc2)C1=O	?	2.0	?	?	?	8.91µM*	?	?	25.1µM*
CCOc1ccccc1NC(=O)NCc1ccc2c(c1)CCN2C(=O)c1ccccc1	-0.7%	-0.9	-5.7%	15.1%	-12.7%	1.9%	.	?	-20.9%[60.1 µM]
C=CCOC(=O)c1ccccc1C(=O)OCC=C	-0.4%	.	.	.	17.0%	.	17.4%&29.4%	11.9%	-2.0%
O=C(O)C1C2c3ccccc3C(c3ccccc32)C1C(=O)Nc1ccccc1 (stereo unspecified)	-3.6%	0.6	-1.5%	-1.4%	0.0%	13.8%	10.5%	-13.6%	4.1%
CCCCOC(=O)CCN1C(=O)/C(=C2\SC(=S)N(CCC(=O)OCCCC)C2=O)SC1=S	86.3%[activator]	1.5	1.2%	5.0%	-0.6%	-6.2%	0.0%	7.5%	-2.7%
CCC(=NCCc1ccccc1)c1c(O)[nH]c(=O)[nH]c1=O	8.3%	-0.2	-5.6%	0.2%	0.0%	-1.6%	-2.6%	-9.2%[58.9 µM]	-9.2%
C=C(C)[C@]12C[C@@H](C)[C@@]34OC(Cc5ccccc5)(O[C@@H]1[C@@H]3C=C(COC(=O)Cc1cc(OC)c(O)cc1I)C[C@]1(O)C(=O)C(C)=C[C@@H]41)O2	.	.	-20.6%	-13.9%	.	.	-1.2%	.	?
Cc1ccc(NC(=O)CN2C(=O)CN=C(c3ccccc3)c3ccccc32)cc1	-6.8%	0.5	-3.3%	-13.5%	-15.5%	0.1%	.	11.5%	-13.8%[60.1 µM]
O=c1[nH]c(O)c(C=NC2CCCCC2)c(=O)[nH]1	4.6%	0.3	-1.0%	5.3%	63.5%[activator]	20.4%	-3.4%	22.6%	8.2%
O=c1[nH]c(=O)n(CCC2=CCCCC2)c(O)c1C=NCCCn1ccnc1	5.6%	0.7	-1.4%	-16.1%	17.5%	0.0%	-0.4%	-5.5%	5.4%
CO/C1=C\C(C)=C\[C@@H](C)[C@@H](O)[C@@H](C)C/C(C)=C/C=C/[C@H](OC)[C@@H]([C@@H](C)[C@@H](O)[C@H](C)[C@@]2(O)C[C@@H](O)[C@H](C)C(C(C)C)O2)OC1=O (stereo partly specified)	.	.	-13.2%	-7.0%	.	.	?	.	?
OC1(c2ccc(Cl)cc2)CCN(Cc2c[nH]c3ccccc23)CC1	-5.6%	.	-4.0%	.	?	6.1%[57.1 µM]	1.6%&-2.1%&18.2%	-7.2%[58.9 µM]	-1.0%[60.1 µM]
CC(C)(C)C1(CCO)C(=O)NC(=S)NC1=O	-4.2%	.	.	.	-19.5%	.	.	7.4%	-3.3%
CC1=NCCc2c1[nH]c1ccccc21	11.7%	1.8	-2.4%	-2.9%	-25.7%	?	-2.1%	7.6%	-5.8%
C[Se]C[C@H](N)C(=O)O	.	.	.	.	?	12.1%[57.1 µM]	-6.4%	1.0%[58.9 µM]	-4.1%[60.1 µM]
Cc1ccc(N2C(=O)NC(=O)C3(Cc4ccccc4N4CCN(c5ccccc5)CC43)C2=O)cc1 (stereo unspecified)	-0.4%	0.3	-5.9%	-18.7%	-45.5%	-25.5%	3.3%	?	-26.3%
Clc1cccc(CNCCc2c[nH]c3ccccc23)c1	-18.4%	1.3	2.2%	1.7%	4.47µM*	14.4%	21.5%	114.6%[activator]	-13.1%
Clc1ccc(N2CCNCC2)nn1	3.0%	0.3	-3.3%	-2.8%	-3.8%	10.9%	-3.5%	128.2%[activator]	-4.4%
O=c1[nH]c(=O)n(-c2ccccc2F)c(O)c1C=NCCC1=CCCCC1	0.5%	-1.4	-5.8%	-11.8%	2.0%	33.8%	5.2%	38.8%[activator]	-5.7%
CCC1([N+](=O)[O-])COP(=O)(NCc2cccnc2)OC1 (stereo unspecified)	-2.5%	.	.	.	0.5%	.	.	18.7%	-3.8%
COc1cc2c(cc1O)CC1c3c(cc(O)c(OC)c3-2)CCN1C (stereo unspecified)	-0.4%	-0.3&0.0	-17.9%&-26.2%&-17.7%&-16.7%	-16.4%&-10.9%	33.9%[activator]	-25.0%&-29.2%	?	?	?
Cc1cc(=O)oc2c(C)c(OCC(=O)N3CCN(Cc4ccccc4)CC3)ccc12	6.5%	-0.9	-6.9%	-18.1%	0.0%	-12.7%	-1.2%	-1.9%	-9.0%
CN1CCN(/N=C/c2c(O)n(CCC3=CCCCC3)c(=S)[nH]c2=O)CC1	6.5%	-0.6	-5.6%	-14.6%	?	-28.7%	2.0%	?	-20.8%
COc1cc(OC)c(OC)cc1CN1CCN(C(=O)COc2ccc3ccccc3c2)CC1	11.3%	0.0	5.9%	-2.1%	?	36.2%	-1.0%	78.1%[activator]	-3.4%
CC(C)[C@H]1C(=O)N2CCC[C@H]2[C@]2(O)O[C@](NC(=O)[C@@H]3C=C4c5cccc6[nH]cc(c56)C[C@H]4N(C)C3)(C(C)C)C(=O)N12	0.0%	5.6	-24.3%	25.2%	.	-2.8%	?	22.4µM*	-34.9%

Molecules shown so far containing an aryl methoxy group (7):
SMILES	ERG-DNA inh	TRHR agonist	BLM helicase inh	Apoferritin bind	12-LOX inh	POLB inh	APE1 inh	Pol iota inh	POLK inh
COc1ccc(-n2c(O)c(C(C)=Nc3ccc4c(c3)CCC4)c(=O)[nH]c2=O)cc1	-12.5%	0.8	-1.3%	-9.8%	?	20.8%	1.1%	41.4%[activator]	-6.4%
COc1cccc(C(=O)C2CN(C)CC2c2ccc(Cl)cc2)c1 (stereo unspecified)	-4.8%	1.6	2.1%	-17.7%	-12.2%	1.3%	-0.9%	160.1%[activator]	-1.8%
COc1cccc(-n2cnc3scc(-c4cccs4)c3c2=O)c1	-1.4%	-1.0	3.1%	-19.1%	-8.2%	9.5%	?	-2.9%	-8.0%
COc1ccc(C(=O)C2CCCN(Cc3cnc(C)s3)C2)c(OC)c1 (stereo unspecified)	5.4%	-0.1	-10.8%	-14.2%	11.3%	-21.2%	4.7%	-27.3%	-16.7%
C=C(C)[C@]12C[C@@H](C)[C@@]34OC(Cc5ccccc5)(O[C@@H]1[C@@H]3C=C(COC(=O)Cc1cc(OC)c(O)cc1I)C[C@]1(O)C(=O)C(C)=C[C@@H]41)O2	.	.	-20.6%	-13.9%	.	.	-1.2%	.	?
COc1cc2c(cc1O)CC1c3c(cc(O)c(OC)c3-2)CCN1C (stereo unspecified)	-0.4%	-0.3&0.0	-17.9%&-26.2%&-17.7%&-16.7%	-16.4%&-10.9%	33.9%[activator]	-25.0%&-29.2%	?	?	?
COc1cc(OC)c(OC)cc1CN1CCN(C(=O)COc2ccc3ccccc3c2)CC1	11.3%	0.0	5.9%	-2.1%	?	36.2%	-1.0%	78.1%[activator]	-3.4%

Two successive entries already listed:
SMILES	ERG-DNA inh	TRHR agonist	BLM helicase inh	Apoferritin bind	12-LOX inh	POLB inh	APE1 inh	Pol iota inh	POLK inh
Cc1ccc(-n2c(/C=C\c3ccc(F)c(F)c3)nc3ccccc3c2=O)c(C)c1	-0.3%	-0.3	-3.0%	-14.0%	3.7%	4.1%	.	20.4%	-11.4%[60.1 µM]
COc1ccc(-n2c(O)c(C(C)=Nc3ccc4c(c3)CCC4)c(=O)[nH]c2=O)cc1	-12.5%	0.8	-1.3%	-9.8%	?	20.8%	1.1%	41.4%[activator]	-6.4%

These rows are one share of the data. The share of hits here may be higher or lower than overall.
